Eya2 phos inh: Eya2 (human) phosphatase inhibition; recombinant Eya2, OMFP fluorescence dephosphorylation (OMFP is methylfluorescein phosphate); O00167; AID 488837; Potency, µM (highest dose often 76.9 µM), for inactives: at the top dose activity, negative = inhibition, hits mostly inhibitors; hit rate 0.006% among 330,000; also: potency is read from the fitted curve at half-maximal effect
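Eya2 (0.2 uM) preincubated 10 min at ambient with compound, then OMFP substrate added at 50 uM; 10 min reaction in 50 mM HEPES pH 7.5, 50 mM NaCl, 5 uM MgCl2, 0.05% BSA, 1 mM DTT. Fluorescence read at Ex 485/Em 525 nm.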
KCNH2 3.1 block: blocks the human KCNH2 3.1 channel isoform. U2OS KCNH2 3.1, thallium flux FluxOr; hits give low values. activity change, % (tested at about 1.8 µM). hit rate 0.95% among 340,000. AID 720553;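 active = maximum activity change below -70%; inconclusive = maximum activity change from -70% to -50%; inactive = maximum activity change above -50%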;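 also: thallium influx rate constant from kinetic fluorescence after stimulation buffer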
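Kinetic fluorescence (2 min after stimulation buffer) measures Tl+ influx through KCNH2 3.1 expressed by viral transduction in U2OS cells; the rate constant is normalized against DMSO controls serving as positive and negative references.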
GALK inh: galactokinase (human) inhibition. Purified GALK, Kinase-Glo residual ATP luminescence. AID 1868. Potency, µM (top dose mostly 57.5 µM), without a hit: at the highest dose activity change, negative = inhibition, hits mostly inhibitors. hit rate 0.007% among 270,000; also: potency is read from the fitted curve at half-maximal effect
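Luminescence from leftover ATP (Ultra-Glo luciferase/luciferin) served as read-out after a 1 h room-temperature reaction of 5 nM GALK with 35 uM ATP and 100 uM galactose.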
PKM2 activator: activators of human pyruvate kinase M2; P14618; Potency, µM (titrated, usually from 57.5 µM), for the others: top-dose activation, hits mostly activators; hit rate 0.34% among 260,000; purified PKM2, Kinase-Glo ATP luminescence, activation; response scale: 0% is enzyme alone, no compound; also: potency is read from the fitted curve at half-maximal effect; nearly all actives have a fitted effect of over 55% in size
Target sequence (P14618 whole entry, looked up): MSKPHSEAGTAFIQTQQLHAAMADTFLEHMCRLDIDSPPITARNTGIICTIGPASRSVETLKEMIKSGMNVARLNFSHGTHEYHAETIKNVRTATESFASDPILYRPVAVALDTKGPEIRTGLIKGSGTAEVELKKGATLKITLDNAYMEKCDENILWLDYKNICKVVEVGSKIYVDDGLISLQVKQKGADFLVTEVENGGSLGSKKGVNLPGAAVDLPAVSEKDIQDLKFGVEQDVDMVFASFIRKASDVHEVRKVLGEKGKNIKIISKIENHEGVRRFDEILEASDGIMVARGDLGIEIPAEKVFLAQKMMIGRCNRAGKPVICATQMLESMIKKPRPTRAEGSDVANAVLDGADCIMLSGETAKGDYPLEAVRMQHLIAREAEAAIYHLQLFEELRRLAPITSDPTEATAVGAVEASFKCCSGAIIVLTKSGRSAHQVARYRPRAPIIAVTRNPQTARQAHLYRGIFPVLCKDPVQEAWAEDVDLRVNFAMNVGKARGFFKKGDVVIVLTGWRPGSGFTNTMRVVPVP
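Purified hPK-M2 (>95%) run at intermediate activity with 0.1 mM ADP and 0.5 mM PEP in 50 mM imidazole pH 7.2, KCl, MgCl2; 1 h room temperature. ATP formed read by Kinase-Glo luminescence; normalized to uninhibited and no-enzyme controls.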
USP2a block: USP2a (human) protease inhibition. O75604. USP2 core, Ub-CHOP2 coupled fluorogenic reporter, 485/531. Potency, µM (highest dose often 38.3 µM), for inactives: at the highest dose activity change, negative = inhibition, usual class: inhibitors. hit rate 0.01% among 330,000. AID 463254;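 also: potency is read from the fitted curve at half-maximal effect; plate controls were DMSO wells for no effect and full inhibition by NEM control for full effect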
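USP2 core (10nM final) preincubated 30min RT with compound in 20mM Tris-HCl pH 8.0, 2mM CaCl2, 2mM beta-mercaptoethanol, 0.05% CHAPS; 25nM Ub-CHOP2 plus 25nM reporter substrate added, fluorescence (Ex485/Em531) read after 60min.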
BCR signal inh: blocks chronic active B-cell receptor signaling; hit rate 0.05% among 340,000; ABC-DLBCL IkBa-CBG/CBR reporter, luminescence ratio, 4 h; Potency, µM (doses to about 46.1 µM), inactives show at the top dose ratio change, negative = lower green/red ratio, actives largely listed as inhibitors; active = well fitted inhibition curve with a large enough effect in the signal ratio, with a control signal flat, not every such curve was filed as active; inconclusive = small, poorly fitted or top-dose-only effect, or effect the other way, or a change in a side signal; the % refers to the signal ratio;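 also: potency is read from the fitted curve at half-maximal effect; plate controls were basal doxycycline-induced cells for no effect and cells given 10 µM MG132 for full effect; MG132 reads +100%, hits lower the ratio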
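Concentration-response series (up to 46 uM) were applied to TMD8 dual-reporter cells for 4 h at 37C with doxycycline. Green/red ratio, after filter-overlap correction, defined %Activity; red signal alone was normalised to basal cells and zero luminescence.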
hERG WT inh: KCNH2 (human, wildtype) channel inhibition; Q12809; U2OS, BacMam KCNH2, thallium flux FluxOr; hits give low values; activity change, % at 1.84 µM; hit rate 0.37% among 340,000; AID 720551;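 active = maximum activity change below -70%; inconclusive = maximum activity change between -70% and -50%; inactive = maximum activity change above -50%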
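U2OS cells transduced with wild-type KCNH2 virus are loaded with FluxOr dye for 45 min, and thallium flux is measured in kinetic reads before and after stimulation buffer. Rate constants are normalized to DMSO controls.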
Giardia killer: Giardia lamblia killing. AID 540267. Giardia lamblia trophozoite viability. hit rate 0.15% among 340,000. activity change, % at 7.66 µM, hits read low; in the data active = activity change below about -80%; inconclusive = between about -30% and that limit;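 also: parasites exposed to compound for two days anaerobically before the ATP read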
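Viability, read as ATP luminescence: trophozoites at 100 cells/well, compound added, 48 hrs anaerobic at 37 deg C, then 15-30 min room-temperature development before reading.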
B2AR arrestin: agonists driving beta-arrestin recruitment to human beta2-adrenergic receptor. AID 492947. hit rate 0.02% among 330,000. beta-arrestin recruitment to beta2AR, cell-based reporter. Potency, µM (doses to about 46.1 µM), for the others: at the highest dose activation, most hits filed as activators;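 also: potency is read from the fitted curve at half-maximal effect; 0% = DMSO controls and full agonism = EC100 isoproterenol or metaproterenol; nearly all actives have a fitted effect of over 65% in size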
Target sequence (P07550 whole entry, looked up): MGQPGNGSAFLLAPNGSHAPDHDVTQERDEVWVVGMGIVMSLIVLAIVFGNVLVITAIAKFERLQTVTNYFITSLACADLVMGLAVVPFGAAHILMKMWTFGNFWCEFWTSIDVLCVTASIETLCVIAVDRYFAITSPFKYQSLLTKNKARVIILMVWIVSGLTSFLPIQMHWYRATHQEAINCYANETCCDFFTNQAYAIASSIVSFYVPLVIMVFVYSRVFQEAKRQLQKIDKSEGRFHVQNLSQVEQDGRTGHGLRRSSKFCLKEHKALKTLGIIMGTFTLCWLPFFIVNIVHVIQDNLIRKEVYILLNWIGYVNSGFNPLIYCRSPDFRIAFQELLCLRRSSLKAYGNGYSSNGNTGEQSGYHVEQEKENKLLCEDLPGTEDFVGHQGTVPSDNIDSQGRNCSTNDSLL
FBPA coupling cs: counter-screen for Giardia aldolase inhibitors: coupling enzyme system | AID 2472 | hit rate 0.67% among 290,000 | activity change, negative = inhibition, % at 58.2 µM, hits read low | coupling enzyme system counterscreen, AmpLite Red fluorescence; in the data active = activity change below about -30%
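Counterscreen of the coupled detection system alone, without aldolase: glyceraldehyde-3-phosphate coupling enzymes plus AmpLite Red readout. Compounds at 57.5 uM final, 10 min RT preincubation, 20 min RT reaction, fluorescence 525/598 nm.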
uPA generation: blocks generation of uPA at the cell surface. Potency, µM (titrated, usually from 38.3 µM), for the others: at the highest dose activity change, negative = inhibition, hits mostly inhibitors. cell surface uPA generation assay, qHTS. hit rate 0.31% among 330,000; active = well fitted inhibition curve with a large enough effect; inconclusive = small, poorly fitted or top-dose-only effect; inactive = no such curve, though single readings can be large or run the other way; tested in mouse RAW 264.7 cells; also: potency is read from the fitted curve at half-maximal effect; nearly all actives have a fitted effect of over 55% in size
Starred values were filed as active, the others as inactive; ? = inconclusive; · = no result given; [ ] = dose if it differs, or a comment. Unless noted, calls follow the shape of the dose curve; as a rule, active = well fitted curve in the direction sought with a large enough effect; inconclusive = small, poorly fitted or top-dose-only effect, or another doubt; inactive = no such curve, though single readings can be large; an effect the other way counts as inactive or inconclusive. Unless noted, % is scaled to controls: 0 for no effect and ±100 for the full control effect.

Value order: Eya2 phos inh	KCNH2 3.1 block	GALK inh	PKM2 activator	USP2a block	BCR signal inh	hERG WT inh	Giardia killer	B2AR arrestin	FBPA coupling cs	uPA generation
- Cc1ccccc1C(=O)NCC(=O)O
→ 0%	-4	8%	-3%	-2%	-4%	·	16	-0.2%	1	7%
- CC(=O)c1ccc(NC(=O)Nc2ccccc2)cc1
→ 9%	9	-3%	-6%	2%	?	1	5	0.1%	1	?
- Cn1c(CSCc2ccccc2Cl)n[nH]c1=S
→ 5%	-10	-1%	18%	1%	-1%	-9	-14	-0.3%	1	-4%
- COc1cc2ncnc(NCc3ccc(Cl)cc3)c2cc1OC
→ 1%	3	0%	2%	2%	-1%	-1	-6	-0.3%	0	6%
- CN(C)c1ccc(C2Nc3cccc4cccc(c34)N2)cc1
→ -14%	-25	4%	·	-7%	?	-3	?	-0.7%	-3	1%
- COc1cccc(CN2CCC(Oc3ccc(C(=O)N4CCCCC4)cc3)CC2)c1O
→ 5%	4	-3%	-6%	3%	-1%	9	20	-0.4%	·	-15%
- CC(NC(=O)c1ccccc1F)c1nnc(SCc2nc3ccccc3c(=O)[nH]2)n1C (configuration not stated)
→ 10%	-1	4%	-8%	5%	?	3	2	0.0%	-6	-3%
- Cc1ccc(C)c(N2CCN(C3CCCC(C)C3)CC2)c1 (configuration not stated)
→ -5%	-9	7%	0%[11.5 µM]	1%	0%	26	-26	0.0%	-1	2%
- COc1ccc(CCNC(=O)C(C)OC(=O)c2ccco2)cc1OC (configuration not stated)
→ -4%	-4	6%	-8%	-6%	-8%	3	-19	0.0%	-1	0%
- COc1ccc(CSc2nnnn2-c2ccc(C(N)=O)cc2)cc1[N+](=O)[O-]
→ 4%	-6	-5%	·	10%	2%	-1	8	0.3%	4	-7%
- CCn1c(SCC(=O)NCC2CCCO2)nnc1-c1ccccc1 (configuration not stated)
→ 11%	-2	4%	-3%	2%	7%	1	-13	0.2%	4	-5%
- COc1ccc(/C=N/NC(=O)c2cccc([N+](=O)[O-])c2)cc1O
→ -7%	0	-2%	2%	3%	-5%	5	2	-1.0%	0	5%
- CN(C)c1ccc(N=Cc2cccn2C)cc1
→ 1%	-5	-3%	-5%	-1%	?	15	-10	?	-11	-8%
- Cc1cc(=O)oc(C)c1C(=O)Nc1cccc2ccccc12
→ 11%	8	2%	-1%	6%	7%	7	-2	0.1%	2	2%
- COc1ccc(C(=O)NCc2nnc(SCC(=O)N3CCCc4ccccc43)o2)cc1OC
→ 4%	3	-2%	-5%	2%	-22%	-12	-5	-0.1%	2	-18%
- Cc1ccc(S(=O)(=O)N2CCN(C(=O)COC(=O)CCc3ccccc3)CC2)c(C)c1
→ -15%	6	·	·	5%	2%	25	-3	-1.0%	·	-13%
- NC(=O)CCC(NC(=O)c1ccc(Cl)cc1)C(=O)O (configuration not stated)
→ -23%	8	-1%	1%	2%	-10%	4	-16	-0.1%	-1	1%
- CCC(=O)Nc1cccc(C(=O)c2ccccc2)c1
→ -3%	-19	0%	1%	0%	-4%	-25	-4	-1.1%	1	5%
- CCOC(=O)c1ccccc1-c1csc(NS(=O)(=O)c2ccc(Cl)cc2)n1
→ 11%	17	-1%	21%	-7%	6%	2	-14	0.3%	19	4%
- COc1ccc(S(=O)(=O)N2CCN(CC(=O)Nc3ccccc3OC)CC2)cc1
→ 14%	-36	5%	·	0%	1%	1	-4	-0.4%	·	4%
- O=C(N=Nc1c(O)[nH]c2ccc(Br)cc12)c1cc(-c2cccs2)nc2ccccc12
→ 1%	0	2%	14%	-1%	-2%	6	-21	0.1%	2	2%
- NS(=O)(=O)c1ccc(CNS(=O)(=O)c2cc(Cl)ccc2Cl)cc1
→ -11%	9	-1%	-3%	6%	-6%	-1	18	0.0%	-4	-1%
- CCOc1ccc(/C=N/NC(=O)c2ccc(O)cc2)cc1CN1CC2CC(C1)c1cccc(=O)n1C2 (configuration not stated)
→ 8%	3	·	·	-1%	?	7	7	-0.9%	·	-13%
- CNC(=S)NC1CC2CCCC(C1)N2Cc1ccc(C)cc1 (configuration not stated)
→ 6%	-83*	-1%	1%	2%	-1%	·	1	-0.9%	0	6%
- CN(Cc1ccnc2ccccc12)C(=O)C1CCC(=O)N(Cc2ccccc2F)C1 (configuration not stated)
→ 4%	·	-3%	0%	-3%	-2%	-15	11	0.3%	·	-3%
- Cc1n[nH]c(=O)n1-c1cccc(C(F)(F)F)c1
→ 5%	4	-2%	-1%	5%	-11%	-1	-7	-0.3%	2	-1%
- CCCN(CCC)CCNC(=O)C1CCN(Cc2nc(-c3ccc(Cl)cc3)oc2C)CC1
→ 22%	-22	2%	-4%	0%	?	37	7	0.0%	2	5%
- O=C1CC(C(F)(F)C(F)(F)C(F)(F)C(F)F)=Nc2ccccc2N1
→ 0%	-4	8%	-5%	-1%	-2%	-26	13	0.6%	1	8%
- NC(=O)c1ccc(C(F)(F)F)n(Cc2c(Cl)cccc2Cl)c1=O
→ 1%	-8	1%	16%	-8%	-18%	4	10	-0.3%	-3	·
- C/C(=N\NC(=O)CNc1cccc(C(F)(F)F)c1)c1cccc(Br)c1
→ -12%	-9	-4%	-10%	0%	?	8	-4	-2.0%	-2	14%
- COCC(=O)NC(C)c1nc2ccccc2[nH]1 (configuration not stated)
→ -12%	-3	-1%	-3%	1%	-2%	-1	6	-0.2%	2	1%
- Cc1sc2nc(C3CCCCC3)nc(SCC(=O)N3CC(=O)Nc4ccccc43)c2c1C
→ 14%	7	-1%	2%	2%	?	25	-6	0.3%	-1	2%
- COc1ccccc1NS(=O)(=O)c1ccc(C(=O)N2CCN(c3ccccc3)CC2)cc1
→ 4%	-5	·	·	-1%	-7%	6	-6	0.2%	·	0%
- Cc1cccc(CN2CCCC(C(=O)N3CCCCC3)C2)c1 (configuration not stated)
→ -15%	-13	-1%	·	0%	0%	4	-8	-0.3%	3	3%
- O=C1CC(c2ccccc2)CC(O)=C1C=NC1CCCCC1 (configuration not stated)
→ 0%	-12	0%	1%	0%	-7%	-4	4	-0.2%	2	-14%
- Cc1ccc(NC(=O)COC(=O)CCc2c(C)nc3ncnn3c2C)cc1
→ 6%	32	·	·	0%	-8%	4	10	-0.2%	·	4%
- COCCCN1C(=O)C(=O)/C(=C(/O)c2ccc(S(=O)(=O)N3CCCCC3)cc2)C1c1ccc(O)cc1 (configuration not stated)
→ 0%	-5	0%	-1%	2%	1%	0	-12	0.2%	16	1%
- Cc1cccc(NC(=O)COC(=O)C2COc3ccccc3O2)c1C (configuration not stated)
→ 1%	-2	·	·	1%	0%	16	-10	-0.2%	·	0%
- O=C(Nc1ccc([N+](=O)[O-])cn1)c1ccc2c(c1)OCO2
→ -7%	18	7%	-5%	0%	?	4	4	-0.1%	3	1%
- COc1ccc(NC(=O)c2cc(-c3cccnc3)nc3c(C)c(C)ccc23)c(OC)c1
→ 0%	-12	-1%	1%	2%	-10%	2	0	0.1%	0	·
- COc1ccc(OC)c(N(CC(=O)Nc2cccnc2)S(=O)(=O)c2ccc(C)cc2)c1
→ 4%	-10	1%	-2%	0%	?	2	-5	0.0%	1	?

Source: PubChem BioAssay
